Compound activity as filed in PubChem BioAssay.
AID2073: inhibitors of Mint1-CaV2.2 protein interaction, biochemical, HTRF (AID 2073); HTRF protein-protein interaction, Mint1-CaV2.2; higher % means a stronger effect; one-dose inhibition, % at 20 µM; IC50 in µM for titrated hits; hit rate 0.19% among 290,000; in the data active = inhibition mostly above about 51%, no sharp cut-off; inconclusive = no clear call, values can overlap the other calls; inactive = mostly below about 53%; also: some results filed as inactive read as strong as hits
Dengue-2 NS5 capping: Dengue-2 NS5 methyltransferase inhibitors, primary screen, biochemical, confirmation dose response (AID 588689); Dengue-2 NS5 methyltransferase capping enzyme assay, biochemical; higher % means a stronger effect; inhibition, % at 25 µM; hits with a dose series show IC50 in µM; hit rate 0.3% among 340,000; in the data active = a potency from the dose series; inconclusive = inhibition above about 29% without an active follow-up result
GPR55 LPI antagonism: inhibition of LPI-stimulated GPR55 beta-arrestin translocation – imaging, U2OS, beta-arrestin-GFP, LPI agonist, primary screen (AID 2013); U2OS GPR55 beta-arrestin-GFP translocation imaging, LPI antagonism; higher % means a stronger effect; one-dose inhibition, % at 10 µM; IC50 in µM for titrated hits; hit rate 0.13% among 290,000;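 active = spots per cell inhibited over 60%, with over 100 cells counted and total cytoplasm intensity under 500,000; inconclusive = wells with under 100 cells, flagged as likely toxic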;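 also: U2OS cells stably carrying GPR55 and arrestin-GFP stimulated by 5 µM LPI near EC80; imaged beta-arrestin-GFP aggregate spots per cell after agonist stimulation; plate controls were LPI-stimulated DMSO wells for no effect and DMSO wells without LPI for full effect; some results filed as inactive read as strong as hits; confirmed hits need IC50 under 10 µM and bright autofluorescent wells are also inconclusive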
Large T inhibition: SV40 large T antigen inhibitors, biochemical (AID 1903). inhibition, % at 20 µM; hits with a dose series show IC50 in µM. hit rate 0.39% among 310,000. SV40 large T antigen ATPase/helicase inhibition assay; higher % means a stronger effect; in the data active = a potency from the dose series; inconclusive = inhibition mostly from about 32% at the one dose, without a potency; inactive = the rest, 99 in 100 with inhibition below about 32%; also: strong numbers were not always called active
MgcRacGAP inhibition: MgcRacGAP GTPase-activating activity inhibitors, confirmation, biochemical, ADP Hunter fluorescence. inhibition, % at 30 µM, or IC50 in µM where a hit was titrated. AID 624330. MgcRacGAP-stimulated Rac1 GTP hydrolysis, ADP Hunter fluorescence; higher % means a stronger effect; GST-tagged Rac1 F28L mutant substrate. hit rate 0.6% among 340,000;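 active = first-screen hits whose inhibition reached a set limit at any dose in the follow-up dose series; inconclusive = inhibition above the set first-screen limit but never retested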;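 also: fluorescence reports GDP produced by GAP-driven GTP hydrolysis; strong numbers were not always called active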
Yfh1-depleted yeast: mitochondrial function rescue without frataxin homolog – Friedreich's ataxia, plus single-dose screen, dose response (AID 1465); fold induction at 50 µM; hits with a dose series show EC50 in µM; hit rate 0.074% among 220,000; S. cerevisiae Yfh1-off respiration, WST-1 reduction, 72 h; higher fold induction means a stronger effect;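 active = fold induction of absorbance versus untreated yeast above a set limit, then at least 30% activation at any dose in follow-up; inconclusive = repeats straddling the limit, or above it without dose testing; inactive = fold induction below the set limit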;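 also: activators that raise dye reduction in frataxin-depleted yeast; strong numbers were not always called active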
GPR55 activation: GPR55 agonists via beta-arrestin recruitment, primary screen, imaging, U2OS cells, beta-arrestin-GFP redistribution (AID 1961). U2OS GPR55 beta-arrestin-GFP redistribution imaging; higher % means a stronger effect. activation, % at 10 µM; hits with a dose series show EC50 in µM. hit rate 0.048% among 290,000;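 active = activation above 40% with more than 50 cells counted in the well; inconclusive = wells holding fewer than 50 cells, flagged as toxic or sparse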;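 also: U2OS osteosarcoma cells stably expressing GPR55 and beta-arrestin-GFP; plate controls were DMSO negative control for no effect and LPI positive control for full effect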
NTR1 agonist: agonists of NTR1, primary screen, imaging, U2OS cells, beta-arrestin-GFP, high content (AID 493036); P30989; NTR1-U2OS beta-arrestin-GFP spot imaging, agonist mode; activation, % at 20 µM; hit rate 0.17% among 330,000;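 active = activation at or above 40% of the spot to cytoplasm intensity ratio, with at least 20 cells analyzed; inconclusive = wells under 20 cells, flagged as cytotoxic or low count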;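 also: 0% = DMSO without peptide and 100% = 100 nM NTR1 peptide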
Target sequence (P30989 whole entry, looked up): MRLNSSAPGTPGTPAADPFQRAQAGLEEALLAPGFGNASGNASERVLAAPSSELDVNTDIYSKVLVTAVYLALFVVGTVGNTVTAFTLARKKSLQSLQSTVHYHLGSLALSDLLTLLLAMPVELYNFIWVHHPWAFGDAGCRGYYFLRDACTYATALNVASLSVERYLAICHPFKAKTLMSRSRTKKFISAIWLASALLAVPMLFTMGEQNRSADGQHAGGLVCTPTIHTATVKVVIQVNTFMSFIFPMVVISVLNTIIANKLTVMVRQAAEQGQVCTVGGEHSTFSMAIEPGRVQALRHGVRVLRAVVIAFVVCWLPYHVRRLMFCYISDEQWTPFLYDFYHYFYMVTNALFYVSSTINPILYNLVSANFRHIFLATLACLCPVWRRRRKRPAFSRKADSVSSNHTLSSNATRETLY
GPR35 antagonists: inhibition of zaprinast-stimulated GPR35 beta-arrestin translocation – imaging, U2OS, beta-arrestin-GFP, zaprinast agonist, primary screen (AID 2058). hit rate 0.052% among 290,000. one-dose inhibition, % at 10 µM; IC50 in µM for titrated hits. U2OS GPR35 beta-arrestin-GFP translocation imaging, zaprinast antagonism; higher % means a stronger effect;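 active = inhibition of at least 50% with at least 30 cells and total cytoplasm GFP at most 10,000,000; inconclusive = under 30 cells or total GFP of 10,000,000 plus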
NTR1 agonist cell count 20 µM: recorded beside NTR1 agonist, whose call it bears; cell count; measured here: cell count, cytotoxicity flag
An asterisk follows results filed as active.

Screening CCOC(=O)N1CCC(NC(=O)C2CCN(S(=O)(=O)c3c(C)noc3C)CC2)CC1 returned AID2073 -9.2%, Dengue-2 NS5 capping -8.8%, GPR55 LPI antagonism -6.8%, Large T inhibition 6.7%, MgcRacGAP inhibition 9.4%, Yfh1-depleted yeast inactive, GPR55 activation 0.1%, NTR1 agonist -2.2, GPR35 antagonists 1.5% and NTR1 agonist cell count 20 µM 89.
COc1ccc(NC(=O)Cn2nnc(C(=O)NCCc3ccc(OC)c(OC)c3)c2N)cc1 was read as AID2073 8.3%, Dengue-2 NS5 capping -3.2%, GPR55 LPI antagonism 3.1%, Large T inhibition -4.0%, MgcRacGAP inhibition 3.8%, Yfh1-depleted yeast inactive, GPR55 activation 0.0%, NTR1 agonist -2.1, GPR35 antagonists 9.3% and NTR1 agonist cell count 20 µM 108.
`CCOc1ccccc1/C=C\c1nc(O)c([N+](=O)[O-])c(=O)[nH]1` gave AID2073 -2.0%, Dengue-2 NS5 capping 5.3%, GPR55 LPI antagonism 3.9%, Large T inhibition 22.6%, MgcRacGAP inhibition 0.5%, GPR55 activation -0.1%, NTR1 agonist 1.0, GPR35 antagonists 7.0% and NTR1 agonist cell count 20 µM 88.
For CC1Cc2ccccc2N1C(=O)CCS(=O)(=O)c1ccc2c(c1)NC(=O)CS2 (stereo unspecified) the results were AID2073 -4.6%, Dengue-2 NS5 capping -3.5%, GPR55 LPI antagonism -0.4%, Large T inhibition 4.5%, MgcRacGAP inhibition -0.5%, GPR55 activation 0.3%, NTR1 agonist 2.2, GPR35 antagonists -3.4% and NTR1 agonist cell count 20 µM 58.
Screening COc1cc([N+](=O)[O-])ccc1NC(=O)C[n+]1ccccc1C returned AID2073 23.3%, Dengue-2 NS5 capping -5.5%, GPR55 LPI antagonism -3.1%, Large T inhibition 6.6%, MgcRacGAP inhibition 9.3%, Yfh1-depleted yeast inactive, GPR55 activation -0.1%, NTR1 agonist 0.4, GPR35 antagonists 10.3% and NTR1 agonist cell count 20 µM 91.
Screening N=c1c2c3c(sc2ncn1N)CCC3 returned AID2073 -11.6%, Dengue-2 NS5 capping 6.2%, GPR55 LPI antagonism 5.8%, Large T inhibition 5.2%, MgcRacGAP inhibition 3.8%, Yfh1-depleted yeast inactive, GPR55 activation 0.3%, NTR1 agonist -0.6, GPR35 antagonists 4.1% and NTR1 agonist cell count 20 µM 45.
COc1ccc([N+](=O)[O-])cc1NC(=O)CSc1ncccn1 was read as AID2073 -2.9%, GPR55 LPI antagonism 8.2%, Large T inhibition 2.3%, Yfh1-depleted yeast inactive, GPR55 activation -0.1%, NTR1 agonist -1.7, GPR35 antagonists -1.7% and NTR1 agonist cell count 20 µM 53.
For Clc1ccc(Oc2cnns2)cc1Cl the results were AID2073 -5.4%, Dengue-2 NS5 capping -1.7%, GPR55 LPI antagonism -2.3%, Large T inhibition -4.8%, MgcRacGAP inhibition 10.7%, Yfh1-depleted yeast inactive, GPR55 activation 0.4%, NTR1 agonist 1.0, GPR35 antagonists 9.3% and NTR1 agonist cell count 20 µM 49.
`CNC(=O)CSc1nnnn1-c1ccc2c(c1)OCCO2` gave AID2073 3.4%, Dengue-2 NS5 capping 0.7%, GPR55 LPI antagonism -2.6%, Large T inhibition 10.8%, MgcRacGAP inhibition 5.2%, Yfh1-depleted yeast inactive, GPR55 activation -0.5%, NTR1 agonist -0.2, GPR35 antagonists 6.9% and NTR1 agonist cell count 20 µM 72.
Screening O=C(NC(=S)NNC(=O)[C@H]1C[C@@H]1c1ccccc1)c1ccc(F)cc1 returned AID2073 -29.3%, Dengue-2 NS5 capping -4.6%, GPR55 LPI antagonism 1.0%, Large T inhibition 13.5%, MgcRacGAP inhibition -6.3%, Yfh1-depleted yeast inactive, GPR55 activation 0.3%, NTR1 agonist 3.5, GPR35 antagonists 6.8% and NTR1 agonist cell count 20 µM 46.
O=C(/C=C/c1ccccc1)NC(=S)Nc1ccc(N2CCOCC2)cc1 was read as AID2073 0.1%, Dengue-2 NS5 capping -2.8%, GPR55 LPI antagonism -1.7%, Large T inhibition 11.7%, MgcRacGAP inhibition 16.4%, Yfh1-depleted yeast inactive, GPR55 activation 0.0%, NTR1 agonist 2.1, GPR35 antagonists 4.5% and NTR1 agonist cell count 20 µM 48.
`COC(=O)CC(NC(=O)c1ccc(C)cc1)c1ccccc1` (stereo unspecified) gave AID2073 -2.2%, Dengue-2 NS5 capping -2.8%, GPR55 LPI antagonism 4.9%, Large T inhibition 4.6%, MgcRacGAP inhibition -1.5%, Yfh1-depleted yeast inactive, GPR55 activation -0.2%, NTR1 agonist 0.9, GPR35 antagonists -7.0% and NTR1 agonist cell count 20 µM 41.
O=C(Nc1ccc(-n2cccn2)cc1)C1CCN(Cc2ccccn2)CC1 was read as AID2073 -0.6%, Dengue-2 NS5 capping -0.6%, GPR55 LPI antagonism 2.0%, Large T inhibition 27.2%, MgcRacGAP inhibition 9.4%, GPR55 activation 0.3%, NTR1 agonist -0.2, GPR35 antagonists -5.0% and NTR1 agonist cell count 20 µM 71.
Screening CC(=O)c1c(COC(=O)c2ccco2)nc2ccccc2[n+]1[O-] returned AID2073 inconclusive, Dengue-2 NS5 capping 2.0%, GPR55 LPI antagonism 2.0%, MgcRacGAP inhibition 7.5%, Yfh1-depleted yeast inactive, GPR55 activation -0.1%, NTR1 agonist 1.2, GPR35 antagonists 10.1% and NTR1 agonist cell count 20 µM 47.
Screening Cc1ccc(Cl)cc1N(CC(=O)NC1CCCCC1)S(C)(=O)=O returned AID2073 -5.9%, Dengue-2 NS5 capping -4.8%, GPR55 LPI antagonism -2.2%, Large T inhibition -2.3%, MgcRacGAP inhibition 1.6%, Yfh1-depleted yeast inactive, GPR55 activation -0.2%, NTR1 agonist 4.9, GPR35 antagonists 4.0% and NTR1 agonist cell count 20 µM 39.
Screening Cc1ccc(NC(=O)c2ccc(OC(F)F)cc2)cc1S(=O)(=O)N(C)C returned AID2073 -1.5%, Dengue-2 NS5 capping -4.8%, GPR55 LPI antagonism 7.3%, Large T inhibition 12.1%, MgcRacGAP inhibition 9.1%, Yfh1-depleted yeast inactive, GPR55 activation 0.3%, NTR1 agonist -0.8, GPR35 antagonists 2.2% and NTR1 agonist cell count 20 µM 56.
For CCOC(=O)/C(=N\Nc1ccccc1)S(=O)(=O)c1ccccc1 the results were AID2073 -5.3%, Dengue-2 NS5 capping 0.8%, GPR55 LPI antagonism 5.0%, Large T inhibition 0.7%, MgcRacGAP inhibition 6.1%, Yfh1-depleted yeast inactive, GPR55 activation -0.1%, NTR1 agonist 1.1, GPR35 antagonists -13.0% and NTR1 agonist cell count 20 µM 58.
Screening COCCN(C(=O)CSc1ncc(C(F)(F)F)cc1Cl)c1c(N)n(Cc2ccccc2)c(=O)[nH]c1=O returned AID2073 -4.5%, Dengue-2 NS5 capping -8.0%, GPR55 LPI antagonism 3.5%, Large T inhibition 14.4%, MgcRacGAP inhibition 3.8%, Yfh1-depleted yeast inactive, GPR55 activation 0.1%, NTR1 agonist 3.3, GPR35 antagonists -2.5% and NTR1 agonist cell count 20 µM 33.
O=C(NNC(=O)c1ccc([N+](=O)[O-])cc1)c1ccncc1 was read as AID2073 -2.0%, Dengue-2 NS5 capping -5.8%, GPR55 LPI antagonism 4.6%, Large T inhibition -0.3%, MgcRacGAP inhibition 4.5%, Yfh1-depleted yeast inactive, GPR55 activation 0.2%, NTR1 agonist 1.6, GPR35 antagonists -11.7% and NTR1 agonist cell count 20 µM 62.
For COc1ccc(NCc2nnc(SCC(=O)Nc3ccc(OC)cc3)n2C)cc1 the results were AID2073 -7.2%, Dengue-2 NS5 capping -4.5%, GPR55 LPI antagonism 1.1%, Large T inhibition 9.4%, MgcRacGAP inhibition 10.1%, Yfh1-depleted yeast inactive, GPR55 activation -0.2%, NTR1 agonist -0.5, GPR35 antagonists 10.4% and NTR1 agonist cell count 20 µM 90.
OCC1(CO)COC(c2ccccc2)=N1 was read as AID2073 14.4%, Dengue-2 NS5 capping -4.8%, GPR55 LPI antagonism -9.6%, Large T inhibition 10.7%, MgcRacGAP inhibition -10.4%, Yfh1-depleted yeast inactive, GPR55 activation 0.0%, NTR1 agonist 2.3, GPR35 antagonists 2.0% and NTR1 agonist cell count 20 µM 38.
`O=C(Oc1ccc(-c2csnn2)cc1)c1cccs1` gave AID2073 15.6%, Dengue-2 NS5 capping 6.1%, GPR55 LPI antagonism 1.9%, Large T inhibition 4.8%, MgcRacGAP inhibition 3.4%, Yfh1-depleted yeast inactive, GPR55 activation -0.2%, NTR1 agonist -1.1, GPR35 antagonists 7.9% and NTR1 agonist cell count 20 µM 38.
Screening CCn1c(SCC(=O)Nc2cc(C)on2)nnc1-c1cccs1 returned AID2073 15.5%, Dengue-2 NS5 capping -2.4%, GPR55 LPI antagonism 1.4%, Large T inhibition 4.8%, MgcRacGAP inhibition 6.8%, Yfh1-depleted yeast inactive, GPR55 activation -0.2%, NTR1 agonist -0.3, GPR35 antagonists -8.4% and NTR1 agonist cell count 20 µM 71.
For Cc1cc(C)c2ccc3c(C)c(C)n(C)c3c2n1 the results were AID2073 11.9%, Dengue-2 NS5 capping 1.5%, GPR55 LPI antagonism 3.6%, Large T inhibition 9.7%, MgcRacGAP inhibition 4.2%, Yfh1-depleted yeast inactive, GPR55 activation 0.0%, NTR1 agonist -0.7, GPR35 antagonists -10.3% and NTR1 agonist cell count 20 µM 60.
Cc1onc(-c2c(F)cccc2Cl)c1C(=O)NC1=NCCS1 was read as AID2073 -4.0%, Dengue-2 NS5 capping -4.0%, GPR55 LPI antagonism 8.9%, Large T inhibition -2.0%, MgcRacGAP inhibition 8.7%, Yfh1-depleted yeast inactive, GPR55 activation -0.1%, NTR1 agonist 0.2, GPR35 antagonists 15.8% and NTR1 agonist cell count 20 µM 83.
Screening COc1ccc(NS(=O)(=O)c2ccc(C)c(C(=O)NCc3cccnc3)c2)cc1 returned AID2073 -1.1%, Dengue-2 NS5 capping 1.9%, GPR55 LPI antagonism -1.0%, Large T inhibition 10.3%, MgcRacGAP inhibition 7.8%, GPR55 activation -0.1%, NTR1 agonist 1.4, GPR35 antagonists 7.7% and NTR1 agonist cell count 20 µM 60.
CC(=O)C1=C(C)Nc2ncnn2C1c1ccc(Cl)cc1 (stereo unspecified) was read as AID2073 0.4%, Dengue-2 NS5 capping 5.7%, GPR55 LPI antagonism 12.5%, Large T inhibition 0.6%, MgcRacGAP inhibition 7.2%, Yfh1-depleted yeast inactive, GPR55 activation -0.2%, NTR1 agonist 0.6, GPR35 antagonists -5.0% and NTR1 agonist cell count 20 µM 85.
